Source: PubChem
OX1R antag: OX1R (HCRTR1) antagonists, primary screen, fluorescence, CHO/OX1R cells, Fluo-8 calcium, orexin A; Orexin/Hypocretin receptor type 1 (Homo sapiens), O43613; Fluo-8 calcium fluorescence; inhibition, % at 5 µM; 330,000 compounds, 0.43% hits; AID 434989, 2010;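 active = inhibition above its plate's threshold, mean inhibition of all tested compounds on the plate plus 3 SD, cut at about 37% in these data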;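 note: 0% = orexin A challenge wells and 100% = SB-334867-A antagonist wells; not every result past the cut was called active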
Target sequence (O43613 whole entry, looked up): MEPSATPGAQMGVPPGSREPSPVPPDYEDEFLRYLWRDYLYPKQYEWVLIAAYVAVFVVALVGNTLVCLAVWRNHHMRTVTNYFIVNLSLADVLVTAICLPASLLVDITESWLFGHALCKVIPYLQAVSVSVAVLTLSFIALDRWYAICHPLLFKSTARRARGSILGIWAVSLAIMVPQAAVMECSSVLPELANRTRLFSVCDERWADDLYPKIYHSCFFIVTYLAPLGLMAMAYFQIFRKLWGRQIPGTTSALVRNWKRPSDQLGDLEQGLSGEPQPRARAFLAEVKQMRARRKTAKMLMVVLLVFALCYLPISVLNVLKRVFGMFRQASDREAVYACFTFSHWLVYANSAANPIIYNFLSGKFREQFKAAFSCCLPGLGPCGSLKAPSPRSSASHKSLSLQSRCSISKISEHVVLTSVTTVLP
CHT PAM: CHT positive allosteric modulators, primary screen, cell-based, membrane potential dye, choline EC20. B-score at 10 µM. CHT-expressing cells; active compounds read high; LV-AA mutant CHT in HEK293 cells. 310,000 compounds, 0.49% hits;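 active = initial fluorescence not abnormally high and integrated response B-score, plate-corrected, over 3 SD above library mean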
Target sequence (Q9GZV3 whole entry, looked up): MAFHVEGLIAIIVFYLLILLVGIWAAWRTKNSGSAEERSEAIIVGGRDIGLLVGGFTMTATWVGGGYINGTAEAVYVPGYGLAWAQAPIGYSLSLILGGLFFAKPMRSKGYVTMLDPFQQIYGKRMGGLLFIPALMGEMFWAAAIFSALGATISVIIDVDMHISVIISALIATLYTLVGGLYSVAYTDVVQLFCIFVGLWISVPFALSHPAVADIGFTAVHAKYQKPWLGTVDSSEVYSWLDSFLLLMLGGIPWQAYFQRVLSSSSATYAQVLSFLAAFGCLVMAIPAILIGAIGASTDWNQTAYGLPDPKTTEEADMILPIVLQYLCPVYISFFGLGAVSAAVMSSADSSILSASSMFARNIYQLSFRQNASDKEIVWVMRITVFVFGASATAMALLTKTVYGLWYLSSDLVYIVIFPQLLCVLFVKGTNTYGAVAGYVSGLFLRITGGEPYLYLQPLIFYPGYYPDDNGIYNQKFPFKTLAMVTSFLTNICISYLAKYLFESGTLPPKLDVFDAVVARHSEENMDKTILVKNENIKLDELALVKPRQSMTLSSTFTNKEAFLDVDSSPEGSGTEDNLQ
Numbers without * were called inactive; i = inactive; / = not tested or not shown.

SMILES | OX1R antag | CHT PAM
S=C(NCC1CCCO1)Nc1ccc(Cl)cc1 (configuration not stated) | -12 | i
CCOc1c(Cl)cc(C(=O)Nc2cccc(C(=O)O)c2)cc1Cl | -6 | i
O=S(=O)(c1ccc(Cl)cc1)N1CCC2(CC1)OCCO2 | -8 | i
O=C(/C=C/c1ccco1)OCc1nnc(-c2ccccc2)o1 | -6 | i
CC(=O)Cn1ncc(N2CCOCC2)cc1=O | -1 | i
COc1cc(NS(=O)(=O)c2ccc(NC(=O)/C=C/c3cccc([N+](=O)[O-])c3)cc2)ncn1 | -13 | i
COc1cc(-c2nc3c(c(C)nn3-c3ccccc3)c3cc(OC)c(OC)cc23)ccc1O | -13 | i
CC1(C)CC(=O)c2c(O)cc(OCc3ccc([N+](=O)[O-])cc3)cc2O1 | -24 | i
CCn1c(=O)n(CC)c2cc(N3CCCC3)c(NC(=O)c3ccccc3F)cc21 | -46 | i
Cn1nnnc1SCC(=O)Nc1ccccc1C(=O)NC1CC1 | -13 | i
COc1ccc(/C=C/C(=O)Nc2cccnc2)cc1OC | -24 | i
S=C(NCCC1=CCCCC1)Nc1ccc(Cl)cc1 | -21 | i
O=C(COC(=O)c1nc(Cl)ccc1Cl)NC1CCCCC1 | -13 | /
COc1ccc(C2=NN(C(=O)CSc3ncccn3)C(c3ccc(C)cc3)C2)cc1 (configuration not stated) | -9 | i
CCCNC(=O)C(Cc1ccccc1C)NC(=O)c1ccc(C(F)(F)F)cc1 (configuration not stated) | -54 | /

Taken from above:
`COc1cc(NS(=O)(=O)c2ccc(NC(=O)/C=C/c3cccc([N+](=O)[O-])c3)cc2)ncn1` in OX1R antag has -13
`O=S(=O)(c1ccc(Cl)cc1)N1CCC2(CC1)OCCO2` in OX1R antag has -8
`COc1ccc(C2=NN(C(=O)CSc3ncccn3)C(c3ccc(C)cc3)C2)cc1` (configuration not stated) in OX1R antag has -9
`CCn1c(=O)n(CC)c2cc(N3CCCC3)c(NC(=O)c3ccccc3F)cc21` in OX1R antag has -46
`Cn1nnnc1SCC(=O)Nc1ccccc1C(=O)NC1CC1` in OX1R antag has -13
`COc1cc(-c2nc3c(c(C)nn3-c3ccccc3)c3cc(OC)c(OC)cc23)ccc1O` in OX1R antag has -13
`CC(=O)Cn1ncc(N2CCOCC2)cc1=O` in OX1R antag has -1

The list continues.
SMILES | OX1R antag | CHT PAM
Cc1ccccc1OCC(=O)NCCS(=O)(=O)N1CCN(c2ccc(F)cc2)CC1 | -6 | i
COc1ccc(NS(=O)(=O)c2ccc(C)c(C(=O)NC3CCN(Cc4ccccc4)CC3)c2)cc1 | -33 | i
CC(C)CCN1C(=O)c2ccc(C(=O)OCC(=O)N(C)C3CCS(=O)(=O)C3)cc2C1=O (configuration not stated) | 2 | i
COc1ccc2[nH]c3c(c2c1)CCN1C(=O)C(CC(=O)NC/C=C(\C)CCC=C(C)C)C[C@H](C(=O)N(C(C)C)C(C)C)[C@@]31C (some centres not stated) | -9 | /
CCOC(=O)c1c(C)[nH]c(C(C)=NNC(=O)Cn2nc(C)cc2C)c1C | -12 | /
O=C(Nc1ccc(CN2CCOCC2)cc1)c1cccc(-c2cc3ccccc3oc2=O)c1 | -21 | i
COc1ccccc1-c1ccc2nnc(SC)n2n1 | -15 | i
Cc1ccc(S(=O)(=O)N2CCCC2C(=O)NCCc2nc3ccccc3[nH]2)cc1 (configuration not stated) | -15 | i
O=C(N[C@@H](Cc1ccccc1)C(=O)NC1CC1)c1ccc(Cl)cc1 | -1 | i
CCOCCn1c(C(C)O)nc2ccccc21 (configuration not stated) | -3 | i
CC1CCCCN1S(=O)(=O)c1ccc(C(=O)Nc2nnc(-c3ccccc3Cl)o2)cc1 (configuration not stated) | -22 | i
CCN(CC)S(=O)(=O)c1ccc(OC)c(NC(=O)CSCc2c(C)noc2C)c1 | -26 | /
O=C(NC(=S)Nc1ccc(S(=O)(=O)N2CCCC2)cc1)C1CCC1 | 3 | i
CCOC(=O)c1sc(NCc2ccco2)c(-c2nc3ccccc3s2)c1N | -20 | i
Cc1coc2c(C)c3oc(=O)c(CCC(=O)NCCCN4CCOCC4)c(C)c3cc12 | -22 | i
COc1ccc(N(C)C(=O)CC2(CC(=O)O)CCCCC2)cc1 | -16 | i
O=C(c1cccc(S(=O)(=O)Nc2ccc(Br)cc2)c1)N1CCC1 | -12 | i
COc1cccc(C(=O)Nc2ccc(NC(C)=O)cc2)c1 | 4 | i
COc1cc(NC(=O)CSc2nc(C)c(C)c(C)n2)cc(OC)c1 | -15 | i
COc1ccc(S(=O)(=O)NCc2ccco2)cc1C(=O)N1CCOCC1 | -11 | i
Cc1ccc(NC(=O)C2CCC(CNc3c(N4CCC(C)CC4)c(=O)c3=O)CC2)cc1F (configuration not stated) | -16 | i
COc1cccc(CNC(=O)C2CCCN(S(C)(=O)=O)C2)c1 (configuration not stated) | -10 | i
CCOc1ccc(Cc2nc(-c3nonc3N)no2)cc1OCC | -18 | i
CN(C)S(=O)(=O)c1ccc2nc(NC(=O)c3cccnc3)sc2c1 | 5 | i
Cc1c(Cl)cccc1NC(=O)CNc1cccc(C(F)(F)F)c1 | -16 | i
O=C(CSc1nc(-c2ccccc2)nc2ccccc12)Nc1nccs1 | -12 | i
CN(C#N)c1nc(Cl)nc(Nc2cccc(Cl)c2)n1 | -25 | i
CCOc1ccccc1NC(=S)NNS(=O)(=O)c1c(C)cc(C)cc1C | -13 | i
COC(=O)CN1C(=O)[C@H]2[C@@H](/C=C/c3ccccc3)N3C(=O)CN(Cc4ccccc4)C(=O)[C@@]3(Cc3ccccc3)[C@H]2C1=O | -20 | i
CCOC(=O)Cc1cc(=O)n2[nH]cc(-c3cccc(Br)c3)c2n1 | -26 | i
Cc1cc(C)n(CCCO)c(=O)c1C#N | -14 | i
O=C(Nc1cccn2ncnc12)c1ccc(Cl)cc1 | -4 | i
O=C(Cn1c(=O)n(CC(=O)NCc2ccccc2)c2ccccc21)NCc1ccccc1 | -19 | i
CCN(CC)S(=O)(=O)c1ccc(N2CCCC2)c(C(=O)OCC(=O)Nc2cc(C)on2)c1 | -20 | i
COc1ccc(-n2nc([N+](=O)[O-])c(=NCCc3ccc(OC)c(OC)c3)n2O)cc1 | -9 | i
Cc1ccc(OCCn2cnc3cc([N+](=O)[O-])ccc3c2=O)cc1 | -23 | i
Cc1cc(Cl)ccc1OCCn1cncn1 | -12 | i
Cc1cc(C)n2c(SC/C(O)=C(\C#N)c3nc4ccccc4[nH]3)nnc2n1 | -2 | i
CCOc1ccc2c(c1)nc(NCCCO)n2Cc1ccccc1 | -15 | i
COc1cc2c(cc1OC)C(C(=O)O)C(c1cc(Br)c(O)c(OC)c1)N(C)C2=O (configuration not stated) | -26 | i
Cc1ccc(C)c(NC(=O)Cn2nc(C(F)(F)F)cc2C2CC2)c1 | -21 | i
CC(C)(C)NC(=O)C(c1cccs1)N(Cc1cccs1)C(=O)c1ccc(CN2CCOCC2)o1 (configuration not stated) | -31 | i
O=C(NCCc1ccc(Cl)cc1)C1CCN(S(=O)(=O)N2CCCC2)CC1 | -21 | i
C=CCC1=C/C(=C\c2c(N)n3nc(CC(=O)N4CCOCC4)sc3nc2=O)C=C(OC)C1=O | -14 | i
CCOC(=O)N1CCN(S(=O)(=O)N2CCCC(C(=O)NCc3ccc(F)cc3)C2)CC1 (configuration not stated) | -16 | i

5 neighbouring compounds from above:
SMILES | OX1R antag | CHT PAM
Cc1cc(C)n(CCCO)c(=O)c1C#N | -14 | i
O=C(Nc1cccn2ncnc12)c1ccc(Cl)cc1 | -4 | i
O=C(Cn1c(=O)n(CC(=O)NCc2ccccc2)c2ccccc21)NCc1ccccc1 | -19 | i
CCN(CC)S(=O)(=O)c1ccc(N2CCCC2)c(C(=O)OCC(=O)Nc2cc(C)on2)c1 | -20 | i
COc1ccc(-n2nc([N+](=O)[O-])c(=NCCc3ccc(OC)c(OC)c3)n2O)cc1 | -9 | i

Other results:
SMILES | OX1R antag | CHT PAM
NS(=O)(=O)c1cccc(NC(=O)CCC(=O)c2cccs2)c1 | 10 | i
CCCOc1ccc(N)cc1N | -12 | i
O=C(NNC(=S)Nc1ccccc1)C1CCCCC1 | 0 | i
O=C(COC(=O)c1cccc(Cl)c1Cl)NC1CCCC1 | -21 | i
CCOC(=O)N1CCN(C(=O)C(NC(=O)c2ccco2)C(C)C)CC1 (configuration not stated) | -22 | i
CCOC(=O)N1[C@@H]2C=C(C)[C@@H]2[C@@H]2[C@@H](C)C(=O)N21 | 5 | i
CCOc1ccc(C(C)=O)cc1COC(=O)c1cc([N+](=O)[O-])ccc1N1CCOCC1 | -27 | i
CCOC(=O)/C(N=Nc1cc(C(=O)O)cc(C(=O)O)c1)=C(\O)CCl | -3 | i
O=C(Nc1ccc(F)cc1)c1cc(S(=O)(=O)N2CCCCC2)cs1 | -14 | i
O=C(Nc1cccc2ccccc12)N1CCCN(c2c(Cl)cncc2Cl)CC1 | -19 | i
CC(NC(=O)COC(=O)Cc1ccc(Cl)cc1)c1ccccc1 (configuration not stated) | -11 | /
CC(=O)C1=C(O)CC(C)(C)CC1=NCc1nc2ccccc2[nH]1 | -13 | i
CC(C)C(=O)N/N=C/c1ccc(OCc2ccccc2)cc1 | -11 | i
O=C(C1=C(O)C(=O)N(Cc2cccnc2)C1c1cccc(Oc2ccccc2)c1)c1ccco1 (configuration not stated) | -13 | /
CCC(C)[C@H](NC(=O)Nc1cccc(OC)c1)C(=O)OC (some centres not stated) | -6 | i
COc1ccc(NC(=O)CS(=O)c2ccccc2Cl)cc1 (configuration not stated) | -19 | i
O=C(COC(=O)c1ccc(Br)cc1)Nc1cccnc1Cl | -12 | /
O=C(CC12CC3CC(CC(C3)C1)C2)NC1CC1 | -8 | i
CCCCC[n+]1ccn(C2=C([O-])c3ccccc3C(=O)/C2=N\S(=O)(=O)c2ccc(Cl)cc2)c1 | -21 | i
Cn1c(-c2ccccc2)c(C#Cc2ccc(N)cc2)c2ccccc21 | -3 | /
COc1ccc(C(=O)/C=C/c2ccsc2)cc1CSCC(=O)O | 3 | i
COc1ccc(NS(=O)(=O)c2ccc(C(=O)N3CCN(c4ccc(F)cc4)CC3)cc2)cc1 | 34 | /
COC(=O)c1ccccc1NC(=O)c1ccc(COc2ccc(C)c(C)c2)o1 | -32 | i
COC(=O)c1ccc2nc(-c3cccc(N)c3)cn2c1 | -12 | i
CCCCSc1nn[nH]n1 | 11 | i
COc1ccc(Br)cc1C(=O)Nc1ccc(Cc2ccncc2)cc1 | -1 | i
Cc1ccc(OC(=O)c2cccc([N+](=O)[O-])c2)c(-n2nc3ccccc3n2)c1 | -11 | i
O=C(N/N=C/c1ccccn1)c1cc(-c2ccc(Cl)cc2)nc2ccccc12 | -11 | i
CC(=O)c1ccc(OCC(=O)NCC2(N3CCCCC3)CCCCC2)cc1 | -23 | i
CC(=O)N1CCN(S(=O)(=O)c2cccc(C(=O)Nc3nc4c(s3)CCCC4)c2)CC1 | -18 | i
CCN1C(=O)N(CC)C2NC(=S)NC21 (configuration not stated) | -19 | i
CN1/C(=C\C(=O)CSc2cccc[n+]2[O-])C(C)(C)c2ccccc21 | -17 | i
Cc1cc(C)nc(N/N=C/C2=C(N3CCOCC3)C(=C\c3ccc(Cl)cc3)/CC2)n1 | -27 | i
CSC1=NCCN1S(=O)(=O)c1ccc(NC(C)=O)cc1 | 6 | i
Cc1ccc(OCC(=O)OCC(=O)N2c3ccccc3CC2C)cc1C (configuration not stated) | -16 | /
Cc1cccn2c(=O)c3cc(C(=O)NC4CCCCC4)c(=N)n(CCN4CCOCC4)c3nc12 | -14 | i
CCn1nc(C(=O)OCC(=O)NCC(C)C)c2ccccc2c1=O | -22 | i
CCCCOc1cccc(C(=O)Nc2ccccc2N2CCCC2)c1 | -53 | i
CCOC(=O)c1c(C)nn(-c2ccc(NC(=O)c3cccs3)cc2)c1C | -13 | i
O=C(CSc1nnc(CNC(=O)c2ccco2)o1)Nc1ccc(F)cc1F | -11 | i
Cc1nnc(C)n1/N=C/c1ccc2c(c1)OCCO2 | -21 | i
CN(C)c1ccnc2sc3c(NCC(O)CO)ncnc3c12 (configuration not stated) | -17 | 6.7*
CCCCOc1cccc(OCCCC)c1C(=O)Nc1cc(C)on1 | -3 | i
CCOC(=O)CSc1nnc(CNC(=O)c2cc(OC)c(OC)c(OC)c2)n1C | -10 | i
Cc1ccc(S(=O)(=O)C(CCC(=O)c2ccc(Cl)cc2)C(N)=O)cc1 (configuration not stated) | -24 | i
CC(OC(=O)c1cnc2ccccc2n1)c1ccccc1Cl (configuration not stated) | -15 | i
CCN(CC)c1cc(C(F)(F)F)nc(-c2ccccn2)n1 | -24 | i
CCCC1(C(=O)OCC)NC(c2cc(OC)c(OC)c(OC)c2)C2C(=O)N(CC)C(=O)C21 (configuration not stated) | -16 | i
Cc1ccc(NCc2cccnc2)c(Br)c1 | -10 | i
C/C=C/C=C/C(=O)[C@@H]1[C@@H]([C@]2(C)OC(=O)C(C)=C2O)[C@H]2/C(=C(O)/C=C/C=C/C)C(=O)[C@]1(C)C(=O)C2(C)O (some centres not stated) | 10 | i
CC(C)C[C@@H](CSc1ccccc1)N1CCN(CCc2ccccc2)CCC1=O | -58 | i
CN1CCC(=NNC(=O)C(=O)Nc2ccc(F)cc2)CC1 | 1 | i
Nc1ccccc1C(=O)N/N=C1/C2CN3CCN(C2)CC1(Cc1ccccc1)C3 | -35 | i
CCOC(=O)C1=C(C)OC(N)=C(C#N)C1c1ccc(OC)c(CSc2ccccn2)c1 (configuration not stated) | -11 | i
CCOC(=O)C1CCN(C(=O)C2CCCCC2)CC1 | -6 | i
COc1ccccc1CN1CC(=O)N2CSC[C@H]2C1=O | -10 | i
CN1CCN(S(=O)(=O)c2ccc(Oc3ccc(F)c(Cl)c3)nc2)CC1 | -7 | i
O=[N+]([O-])c1ccc(Cc2ccccn2)c([N+](=O)[O-])c1 | -10 | i
O=C(NCc1ccc(Cl)cc1)C1CCN(S(=O)(=O)c2ccc(N3CCCC3=O)cc2)CC1 | -2 | i
COc1ccc(Nc2cc(C)c3ccccc3n2)cc1 | -16 | i
COc1ccc(OC)c(S(=O)(=O)Nc2ccc(Oc3ccccc3)cc2)c1 | 45 | i
